# Screens from PubChem.
# NOD2 inhibition: NOD2 signaling inhibitors, cell-based, luminescence, uHTS, HEK293 (AID 1566). HEK293 NOD2/NF-kB luciferase reporter, luminescence; higher % means a stronger effect. inhibition, % at 4 µM, or EC50 in µM where a hit was titrated. 290,000 tested, 0.63% active; in the data active = inhibition above about 50%; note: many of its hits are not listed in these tables
# NOD1 NF-kB reporter: NOD1 signaling inhibitors, primary screen, cell-based, luminescence, uHTS (AID 1578). inhibition, % at 4 µM; hits with a dose series show EC50 in µM. NOD1-driven NF-kB luciferase reporter cells, luminescence; higher % means a stronger effect. 290,000 tested, 1% active; in the data active = inhibition mostly above about 36%, no sharp cut-off; inactive = mostly below about 34%;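 note: HEK-293T reporter cells stimulated with the NOD1 agonist gamma-tri-DAP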
# An asterisk follows results filed as active.
SMILES,NOD2 inhibition,NOD1 NF-kB reporter
Cn1c(NC(=O)c2ccccc2)nc2ccccc21,-80%,16%
CC(=O)N1CCCN(C(=O)c2ccc3nc(Cc4cccc(Cl)c4)oc3c2)CC1,14%,-4%
Cc1cc(Cn2nnnc2-c2ccncc2)cc(C)c1O,4%,-9%
CC(C)Cc1nnc(NC(=O)c2cc(S(=O)(=O)N(C)C)ccc2N2CCCC2)s1,5%,-31%
O=[N+]([O-])c1ccc(-c2csc(N3CCCCCC3)n2)cc1,-14%,-34%
O=[N+]([O-])c1ccccc1S(=O)(=O)N1CCCC(C(F)(F)F)C1 (centres undefined),7%,-15%
CC(=O)N1CCOc2ccc(S(=O)(=O)N3CCC(C(=O)Nc4ccc(F)cc4)CC3)cc21,35%,-4%
NS(=O)(=O)c1ccc(NC(=O)Cc2cccs2)cc1,2%,-20%
O=C(c1cc(-c2ccc(Br)cc2)on1)N1CCOCC1,-133%,-20%
CC(CN1C(C)CCCC1C)OC(=O)c1ccc(F)cc1 (centres undefined),9%,2%
Brc1cc2c(cc1-c1nc3ccccc3s1)OCO2,-21%,-37%
Cc1ccc(-c2nc(CS(=O)CC(=O)NCc3ccco3)c(C)o2)cc1 (centres undefined),19%,-23%
CC(C)(C)c1ccc(S(=O)(=O)Nc2noc3ccccc23)cc1,2%,1%
O=C(C[n+]1cc(Br)cc(Br)c1)c1ccc(Cl)cc1,-7%,-7%
COc1ccc(NC(=O)/C(C#N)=C/c2ccc(OCCN3CCOCC3)c(OC)c2)c(OC)c1,10%,-13%
COc1cccc(NC(=O)c2ccc(CN3CCc4ccccc4C3)cc2)c1,40%,19%
N#Cc1cc2cc3c(cc2nc1SCC(=O)N1CCOCC1)OCO3,-88%,-74%
CC(=O)CSc1nnc(-c2ccc(S(=O)(=O)N3CCCC3)cc2)n1C,21%,-3%
CC(=O)NC(CC(=O)N1CCCC1)c1ccccc1 (centres undefined),23%,13%
COC(=O)c1ccc(NC(=O)Cn2nc(C)c3ccccc3c2=O)cc1,15%,-6%
CC(O)(CS(=O)(=O)Cc1ccccc1)c1ccccc1Cl (centres undefined),-42%,-6%
Cc1cccc(N2CCN(S(=O)(=O)c3ccc4c(c3)NC(=O)CS4)CC2)c1C,45%,34%
COC(=O)CN1C(=O)COc2ccc(S(=O)(=O)NCc3ccc(Cl)cc3)cc21,11%,-27%
Cc1ccc(N2CC(C(=O)NCc3nnnn3-c3ccc(C)c(C)c3)CC2=O)cc1 (centres undefined),-5%,-46%
CCOC(=O)C1CCCN(C(=O)Cn2ncc3c([nH]c4ccc(C)cc43)c2=O)C1 (centres undefined),4%,5%
O=C(Nc1ccc(F)cc1F)c1cc(-c2ccco2)nc2ccccc12,10%,-3%
Cc1ccc(OCC(=O)Nc2ccncc2)cc1,18%,-1%
Cc1ccc(NC(=O)CN2CCC(NC(=O)c3ccccc3F)CC2)cc1C,5%,-29%
O=C(NC(=S)NCc1ccccc1)c1cccc([N+](=O)[O-])c1,19%,-18%
COc1cccc(C(=O)NCC2(c3ccc(OC)c(OC)c3)CCCC2)c1,-16%,-12%
Cc1sc2ncn(CC(=O)NCC(=O)N3CCN(c4ccc(F)cc4)CC3)c(=O)c2c1C,12%,-22%
COCCN1C(=O)N(c2ccccc2)C(=O)C1CC(=O)Nc1cc(OC)cc(OC)c1 (centres undefined),4%,-42%
CCOC(=O)c1c(C)[nH]c(C)c1S(=O)(=O)NC(C)Cc1ccco1 (centres undefined),10%,-18%
CC(=O)c1cccc(Nc2nc3ccccc3n3cnnc23)c1,1%,-18%
C/C(=N\OCC(=O)OC(C)C(=O)Nc1ccc(C(N)=O)cc1)c1ccc2c(c1)OCO2 (centres undefined),-23%,-19%
COc1ccc(CNC(=O)CCCn2nc(C)n3c(cc4sccc43)c2=O)cc1,-5%,-20%
CCc1cccc2sc(NC(=O)C3CC3)nc12,18%,-14%
O=C(CSc1ccc2nnc(-c3cccnc3)n2n1)Nc1ccccc1C(F)(F)F,11%,-29%
COc1cccc(N2CCN(C(=O)CCc3nnc4ccc(N5CCOCC5)nn34)CC2)c1,8%,-2%
Cc1ccc(-n2cnn(-c3ccc([N+](=O)[O-])cc3[N+](=O)[O-])c2=O)cc1,-18%,-15%
Cc1ccn2cc(CNS(=O)(=O)c3ccc4ccccc4c3)nc2c1,19%,-28%
CCOc1ccc(C(=O)NC2CCN(S(=O)(=O)c3ccccc3)CC2)cc1,2%,1%
CC(=O)Nc1ccc(NC(=O)COc2ccc(S(=O)(=O)N3CCCC3)cc2)cc1,2%,-22%
COC(=O)c1ccc2[nH]c3cccc(/C(=C/c4ccccc4)c4ccccc4)c3c2c1,-23%,-4%
CNC(=O)C(=O)Nc1cc2c3c(c1)CCC(=O)N3CCC2,-10%,-14%
O=C(NCC1CCCO1)c1ccc([N+](=O)[O-])s1 (centres undefined),24%,-27%
Cc1csc(NC(=O)c2ccc3nc[nH]c3c2)n1,-61%,4%
O=C(NC1CCCC1)C(c1cccnc1)N(C(=O)c1csnn1)c1ccccc1Cl (centres undefined),8%,12%
O=C(CCNC(=O)C1CCN(S(=O)(=O)c2ccc(F)cc2)CC1)NCc1cccnc1,0%,-13%
Cc1ccc(Cn2c(=N)c(C(=O)NCC3CCCO3)cc3c(=O)n4ccccc4nc32)cc1 (centres undefined),2%,1%
Cn1c(SCC(=O)Nc2nccs2)nnc1-c1ccccn1,1%,-29%
Cc1csc(NC(=O)CSc2nc(=O)[nH]c3c2CCCC3)n1,8%,2%
COc1ccc(NC(=O)CSCc2ccc(C#N)cc2)c(OC)c1,5%,-7%
O=C(COc1ccc2ccc(=O)oc2c1)N1CCN(C(=O)C2COc3ccccc3O2)CC1 (centres undefined),14%,-4%
COc1cc2c(cc1OC)C(CC(=O)O)N(C(=O)CC1CCCC1)CC2 (centres undefined),3%,-20%
O=C(NCCCN1CCCC1=O)c1c(O)nc2ccccn2c1=O,3%,-18%
O=C(c1ccc(F)cc1)N1CCN(C2CCCCC2)CC1,-4%,13%
NC(=O)C1CCN(C(=O)C(=O)c2cn(CC(=O)N3CCCCCC3)c3ccccc23)CC1,7%,-22%
O=S(=O)(Nc1cc(F)ccc1F)c1cccc2nonc12,-5%,-11%
COc1ccc(N2CCN(C(=O)c3ccc(Cn4nc(C)c([N+](=O)[O-])c4C)o3)CC2)cc1,13%,-20%
# Other results follow:
SMILES,NOD2 inhibition,NOD1 NF-kB reporter
COc1ccc(CNC(=O)CC2C(=O)NCCN2C2Cc3ccccc3C2)cc1 (centres undefined),4%,-17%
COc1ccccc1CC(=O)Nc1ccon1,14%,-29%
CN(C)c1ccc(/C=N/OC(=O)Nc2ccccc2)cc1,-183%,-8%
O=C1/C(=C/c2cccc(Br)c2)SC(=S)N1CCC(=O)N(CCO)c1ccccc1,-8%,8%
CC1CCCCN1S(=O)(=O)c1ccc(C(=O)Nc2nnc(-c3ccco3)o2)cc1 (centres undefined),31%,-7%
CS(=O)(=O)c1ccccc1C(=O)Nc1ccccc1Cc1ccccc1,-2%,-19%
CCOC(=O)c1cccc(NC(=S)NC(=O)c2cccnc2)c1,10%,-9%
CCOC(=O)c1ccc(NC(=O)c2ccc3c(c2)C(=O)N(Cc2cccnc2)C3=O)cc1,8%,7%
Cc1cccc(CNC(=O)C2CCC(=O)N(CCc3cccc(F)c3)C2)n1 (centres undefined),9%,-18%
COC(=O)c1ccc(NC(=O)CN2CCN(CCO)CC2)cc1,-8%,-27%
Cc1cnc(NC(=O)C2CCC(C(C)(C)C)CC2)s1 (centres undefined),-24%,-14%
CC(=O)OCCN1CCN(C(=O)CN2C(=O)NC(c3ccccc3)(c3ccccc3)C2=O)CC1,11%,56%
Cc1ccc2c(c1)N(CC(=O)N1CCCCC1)C(=O)C(C)O2 (centres undefined),-6%,-97%
Cc1cc(C)c(S(=O)(=O)Nc2nnc(C(C)C)s2)c(C)c1,16%,-30%
COc1cccc(C(=O)NCC(=O)N2CCC3(CC2)NCCc2[nH]cnc23)c1,0%,-13%
Cc1n[nH]c(C)c1S(=O)(=O)N1CCc2ccccc2C1,4%,-13%
COc1ccc(OC)c(CNC(=O)C2CCCN(c3ncnc4c3nc3n4CCCCC3)C2)c1 (centres undefined),29%,-16%
Cc1ccccc1OC(C)C(=O)NCCCN1CCOCC1 (centres undefined),8%,-47%
CN1CCc2c(sc(NC(=O)C3COc4ccccc4O3)c2C(N)=O)C1 (centres undefined),29%,-28%
CC(=O)Nc1ccc(NC(=O)CS(=O)(=O)c2cn(CC(=O)N3CCC(C)CC3)c3ccccc23)cc1,4%,-7%
Cc1cc(C)c(NC(=O)C2CC(=O)N(C(C)C)C2)c(C)c1 (centres undefined),7%,-6%
COc1cccc(NC(=O)c2ccc3nc(C)sc3c2)c1,-50%,-53%
COc1ccc(/C=C2\SC(=S)N(CCC(=O)NCCCn3ccnc3)C2=O)cc1,2%,-13%
COc1ccc(C(C)=O)cc1CC(=O)Nc1ccc2c(c1)CCC2,-1%,-1%
COc1ccc(S(=O)(=O)Nc2ccc(N3CCOCC3)cc2)cc1,-12%,-4%
Cc1ccc(S(=O)(=O)Nc2ccc(O)c3cccnc23)cc1,36%,15%
NC(=O)c1ccc(-n2nnnc2SCC(=O)Nc2ccc(F)cc2)cc1,0%,3%
CC(=O)c1nc2ccccc2n1Cc1ccccc1,6%,-5%
CC(=O)N1CCN(c2ccc(NC(=O)c3ccc4ccccc4c3)cc2)CC1,-5%,-16%
CCC1CCCCN1CCCNC(=O)C1CCC(CNS(=O)(=O)c2c(C)cc(C)cc2C)CC1 (centres undefined),14%,8%
CC(=O)c1ccc(N2CCN(C(=O)CCc3ccccc3)CC2)cc1,10%,24%
CCOc1ccc(NC(=O)CSc2ccc(-c3cccnc3)nn2)cc1,30%,6%
O=C1c2ccccc2C2(c3ccccc3)N1CCN2C(=O)C(Cl)(Cl)Cl (centres undefined),3%,4%
CCCCOc1ccc(C(=O)NNC(=O)C2C3C=CC(C3)C2C(=O)O)cc1 (centres undefined),15%,-28%
C/C(=N\NC(=O)c1cccc(O)c1)c1ccc(NC(=O)Cc2ccccc2)cc1,-8%,-45%
Nn1c(-c2cccc([N+](=O)[O-])c2)nc2ccccc2c1=O,-1%,3%
COc1ccc(NC(=O)CN2C(=O)COc3ccc(S(=O)(=O)N4CCCCC4)cc32)c(OC)c1,-6%,-17%
CCOc1nc(-c2ccccc2)c2cc(Br)ccc2n1,8%,-9%
CCOC(=O)c1sc(=NC(=O)c2ccc(F)cc2)n(C)c1C,-78%,-66%
CC(NC(=O)C(=O)NCCN1CCN(C(=O)c2ccccc2Br)CC1)c1ccccc1 (centres undefined),16%,6%

# For convenience, some entries already given.
SMILES,NOD2 inhibition,NOD1 NF-kB reporter
COc1ccc(S(=O)(=O)Nc2ccc(N3CCOCC3)cc2)cc1,-12%,-4%
Cc1ccc(S(=O)(=O)Nc2ccc(O)c3cccnc23)cc1,36%,15%
NC(=O)c1ccc(-n2nnnc2SCC(=O)Nc2ccc(F)cc2)cc1,0%,3%
CC(=O)c1nc2ccccc2n1Cc1ccccc1,6%,-5%
CC(=O)N1CCN(c2ccc(NC(=O)c3ccc4ccccc4c3)cc2)CC1,-5%,-16%
CCC1CCCCN1CCCNC(=O)C1CCC(CNS(=O)(=O)c2c(C)cc(C)cc2C)CC1 (centres undefined),14%,8%
CC(=O)c1ccc(N2CCN(C(=O)CCc3ccccc3)CC2)cc1,10%,24%
CCOc1ccc(NC(=O)CSc2ccc(-c3cccnc3)nn2)cc1,30%,6%
O=C1c2ccccc2C2(c3ccccc3)N1CCN2C(=O)C(Cl)(Cl)Cl (centres undefined),3%,4%
CCCCOc1ccc(C(=O)NNC(=O)C2C3C=CC(C3)C2C(=O)O)cc1 (centres undefined),15%,-28%
C/C(=N\NC(=O)c1cccc(O)c1)c1ccc(NC(=O)Cc2ccccc2)cc1,-8%,-45%
Nn1c(-c2cccc([N+](=O)[O-])c2)nc2ccccc2c1=O,-1%,3%
COc1ccc(NC(=O)CN2C(=O)COc3ccc(S(=O)(=O)N4CCCCC4)cc32)c(OC)c1,-6%,-17%
CCOc1nc(-c2ccccc2)c2cc(Br)ccc2n1,8%,-9%
CCOC(=O)c1sc(=NC(=O)c2ccc(F)cc2)n(C)c1C,-78%,-66%
CC(NC(=O)C(=O)NCCN1CCN(C(=O)c2ccccc2Br)CC1)c1ccccc1 (centres undefined),16%,6%

# Further structures
SMILES,NOD2 inhibition,NOD1 NF-kB reporter
Cc1cc(C)n(C(=O)c2cccc([N+](=O)[O-])c2)n1,-1%,-19%
O=C(CSc1nnc(-c2ccco2)o1)Nc1cccc([N+](=O)[O-])c1,8%,-4%
COc1ccccc1C(=O)Nc1ccccc1C(=O)NCc1ccco1,-1%,26%
CCOc1ccccc1NC(=O)CSc1nncc2ccccc12,-29%,-6%
Cc1ccc(NC(=O)CN(C)S(=O)(=O)c2ccc3[nH]c(=O)oc3c2)c(C)c1,6%,-5%
CCCCCCn1cc(C(=O)O)c(=O)c2cc(F)c(N3CCN(C)CC3)cc21,-12%,-26%
COc1ccc(N(CC(=O)Nc2ccc(C)cc2C)S(=O)(=O)c2c(C)n[nH]c2C)cc1,-17%,34%
O=C(NCc1ccccn1)Nc1cc(Cl)cc(Cl)c1,18%,-8%
Cc1ccc(NC(=O)C2=C(C(=O)O)CCCC2)cc1Br,-36%,-18%
C=CCCC(=O)NC1CCCc2c1cnn2-c1ccccc1F (centres undefined),20%,-12%
COCCN1CCn2c(nc3cc(NS(C)(=O)=O)ccc32)C1,8%,2%
COC(c1ccccc1)c1nc2ccccc2[nH]c1=O (centres undefined),5%,-5%
Cc1ccc(CNc2c(C=O)c(=O)[nH]c3ccccc23)cc1,2%,-28%
COc1ccc(/C=N\NC(=O)c2ccc(-c3ccccc3)cc2)c(OC)c1OC,4%,-33%
COc1ccc(Cl)cc1C(=O)Nc1cccnc1Cl,-2%,-26%
Cc1ccc(-c2csc(NCCn3c(C(F)(F)F)nc4ccccc43)n2)cc1,8%,6%
Cc1ccc(C2NC(=O)c3ccccc3O2)cc1 (centres undefined),4%,-17%

# These rows are one share of the data. The share of hits here may be higher or lower than overall.
